Source: PubChem BioAssay (several laboratories)
ER stress rescue = protection against thapsigargin-triggered cell killing – 384-well, CSM14.1, ATP luminescence, primary screen (AID 1222); cellular ATP content (survival), % at 20 µM, or EC50 in µM where a hit was titrated; CSM14.1 thapsigargin-induced death rescue, ATP luminescence; higher % means a stronger effect; 190,000 tested, under 10 active;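 active = EC50 below 50 µM in the dose-response confirmation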;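 note: death triggered by thapsigargin at about 15 µM added after 2 h compound pretreatment; cell ATP read after overnight thapsigargin exposure of roughly 18 to 22 hours; normalized against plate controls of thapsigargin alone and 5% DMSO vehicle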
Salmonella PhoP GFP = inhibitors of PhoP regulon expression, primary screen, Salmonella Typhimurium, GFP reporter (AID 1863) | S. Typhimurium PhoP-regulated promoter GFP reporter, 4 h; higher % means a stronger effect | inhibition, % at 50 µM; hits with a dose series show IC50 in µM | actives 0.16% (n = 300,000);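 active = inhibition over 29.93%, a cutoff 3 SD above the screen mean, later confirmed by dose response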;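 note: 0% = low Mg2+ inducing control and 100% = high Mg2+ repressing control; strong numbers were not always called active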
PMI inhibition = human PMI inhibitors, high substrate, primary screen, biochemical, fluorescence intensity, high mannose 6-phosphate (AID 1220). recombinant PMI enzyme, coupled fluorescence intensity; higher % means a stronger effect. actives 0.66% (n = 190,000). inhibition, % at 20 µM, or IC50 in µM where a hit was titrated
TNAP activators = stimulation of alkaline phosphatase TNAP activity – biochemical, luminescent, no phosphate acceptor, uHTS, primary screen (AID 1001); activation fold at 20 µM; hits with a dose series show EC50 in µM; actives 0.03% (n = 200,000); purified TNAP, luminescent activation assay, no phosphate acceptor; higher activation fold means a stronger effect; in the data active = activation fold from about 3, or a potency from the dose series; inactive = the rest, 99 in 100 with activation fold below about 1.6; note: many of its hits are not listed in these tables
Large T inhibition = TAg ATPase/helicase activity blockers – biochemical (AID 1903). inhibition, % at 20 µM, or IC50 in µM where a hit was titrated. actives 0.39% (n = 310,000). SV40 large T antigen ATPase/helicase inhibition assay; higher % means a stronger effect; in the data active = a potency from the dose series; note: strong numbers were not always called active
West Nile antiviral = West Nile virus antiviral activity, cell-based, CPE readout (AID 1621) | CPE inhibition, % at 10 µM; hits with a dose series show IC50 in µM | West Nile virus-infected cells, CPE inhibition; higher % means a stronger effect | actives 0.02% (n = 290,000); in the data active = a potency from the dose series; note: strong numbers were not always called active
Insulin prom up = MIN6 insulin promoter up-regulation. MIN6 insulin promoter-GFP reporter, high-content imaging; stronger effect = higher value. z-score at 5 µM. actives 0.3% (n = 190,000);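 active = z-score above 3 at 5 µM with at least 500 cells counted in the well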
PMI inhibitors = MPI enzyme activity inhibition – biochemical, fluorescence intensity, coupled assay, primary screen (AID 1209) | actives 0.42% (n = 190,000) | purified PMI enzyme, coupled fluorescence intensity; higher % means a stronger effect | inhibition, % at 20 µM; hits with a dose series show IC50 in µM;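 note: plate controls were DMSO vehicle for no effect and wells lacking substrate for full effect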
RSV antiviral HEp-2 = inhibition of RSV-induced cytopathic effect – HEp-2 cells, primary 10 µM value included (AID 2391). HEp-2 cells, RSV-induced CPE inhibition; higher % means a stronger effect. one-dose CPE inhibition, % at 10 µM; IC50 in µM for titrated hits. actives 0.13% (n = 310,000); in the data active = a potency from the dose series; note: strong numbers were not always called active
Insulin prom up cell count = further read-out of Insulin prom up, marked with its call; cell count; measured here: cytotoxicity, nuclei count;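 total cells summed across four imaged fields per well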
Numbers without * were called inactive; · = no result given. Cut-off read from the data, not from the text of the source, unless noted: active = inhibition above about 50%; inactive = the rest.

SMILES	ER stress rescue	Salmonella PhoP GFP	PMI inhibition	TNAP activators	Large T inhibition	West Nile antiviral	Insulin prom up	Insulin prom up cell count	PMI inhibitors	RSV antiviral HEp-2
COc1ccc(N(CC(=O)N2CCC(Cc3ccccc3)CC2)S(C)(=O)=O)cc1	2.5%	1.4%	1.1%	1.1	24.2%	-1.6%	-0.76	1546	5.7%	1.1%
COc1cccc(N(Cc2nnc3n2CCCCC3)C(=O)Nc2ccccc2)c1	1.9%	4.1%	16.5%	1.1	5.2%	0.1%	-1.05	1398	2.0%	3.1%
CC1CCC(C(=O)NC(C(=O)NCc2cccnc2)C(C)C)CC1 (stereo not given)	-1.2%	3.5%	3.0%	1.1	13.9%	-0.9%	1	862	2.7%	1.2%
O=C(CN1CCSCC1)c1c[nH]c2ccccc12	-0.6%	5.0%	0.1%	1.2	0.1%	-0.1%	-0.44	893	-1.4%	0.8%
COc1cccc(OC)c1C(=O)Nc1nnc(-c2cccs2)s1	-0.3%	1.3%	-5.2%	1.1	1.6%	0.4%	-0.13	1468	4.6%	15.9%
O=C(CCC(=O)OCC(F)(F)C(F)F)Nc1ccccc1F	-0.6%	-5.1%	6.0%	1.1	7.5%	-0.3%	0.37	1209	3.1%	2.2%
N#Cc1ccc(NC(=O)Cn2cnc(S(=O)(=O)N3CCCC3)c2)cc1	·	7.0%	·	·	-0.7%	0.1%	·	·	·	0.4%
CCOC(=O)CCNC(=O)N1CCCC(C(=O)c2cccc(OC(C)C)c2)C1 (stereo not given)	·	-1.3%	·	·	6.8%	-0.9%	·	·	·	1.0%
O=C(CSc1cccc2cccnc12)Nc1cc(C(=O)O)cc(C(=O)O)c1	·	-1.4%	·	·	4.3%	0.0%	·	·	·	1.1%
O=S(=O)(NCc1csc(-c2cccs2)n1)c1cccs1	·	-4.9%	·	·	15.5%	-0.8%	-1.06	1437	·	·
O=C(c1ccccc1)N1CCN(CC(O)COc2cccc3ccccc23)CC1 (stereo not given)	·	-2.4%	·	·	8.3%	-0.2%	·	·	·	3.6%
O=C(CCC(=O)c1cccs1)Nc1nnc(C2CC2)s1	-1.3%	-3.0%	-6.3%	1	1.7%	-0.3%	0.17	939	6.7%	4.3%
ONC(=Nc1ccccc1)c1ccccc1Cl	-0.8%	0.9%	1.2%	1.1	13.3%	0.2%	·	·	2.3%	4.0%
CSc1ccc(S(=O)(=O)Nc2ccc(OCC(=O)N3CCOCC3)cc2)cc1	-2.1%	2.6%	8.8%	1.2	-7.9%	0.6%	-0.62	1596	13.8%	2.6%
CCOCCCNC(=S)N1CCC(C(=O)c2ccc3c(c2)OCCO3)CC1	-0.5%	-0.6%	19.7%	1	7.2%	-1.0%	0.34	1345	14.5%	9.5%
Clc1ccc(-c2nnc(NC3=NCCCCC3)o2)cc1	-3.1%	-7.9%	-8.4%	1	2.4%	0.1%	-0.17	1498	-8.8%	1.9%
O=C(O)/C(=N/NC(=O)c1ccc(Cl)cc1)c1ccccc1	·	-4.7%	·	·	6.2%	0.2%	·	·	·	1.6%
O=C(CCS(=O)(=O)c1cccs1)NC1CCCCCC1	2.0%	-0.5%	-3.2%	1.1	5.9%	-0.2%	0.25	1556	0.0%	0.3%
Cc1ccc(/C=N/Nc2ccccn2)s1	·	1.2%	·	·	7.3%	-0.1%	·	·	·	3.5%
S=C(NCCc1ccccc1)Nc1ccc(Br)cn1	-1.1%	0.6%	13.7%	1.1	3.4%	-1.2%	-0.43	1544	21.9%	1.7%
Cc1ccsc1C(=O)Nc1ccc(O)c(-c2nc3ccccc3s2)c1	0.8%	-2.7%	19.3%	1.1	10.8%	-0.3%	-0.24	1578	2.2%	3.5%
Cc1ccc(NC(=O)c2sc3ncn(CC(=O)N4CCOCC4)c(=O)c3c2C)c(Br)c1	·	3.0%	·	·	1.9%	0.1%	·	·	·	0.5%
Clc1ccccc1CNc1nc2ccccc2n2cnnc12	·	-7.6%	·	·	18.1%	-0.2%	-0.17	1096	·	-0.6%
O=C(NCCc1ccccc1)c1ccc(Cl)c(S(=O)(=O)N2CCCC2)c1	·	-3.3%	·	·	5.7%	0.2%	·	·	·	4.8%
CC(C(=O)NCc1ccc2c(c1)OCO2)N(c1ccccc1)S(C)(=O)=O (stereo not given)	0.7%	-3.2%	10.7%	1.1	19.2%	-1.0%	-0.32	1451	9.3%	2.9%
COC(=O)c1ccc(S(=O)(=O)N2CCOCC2)o1	·	1.5%	·	·	12.2%	-0.2%	·	·	·	3.0%
CC(=O)Nc1nnc(COc2ccccc2)s1	-0.1%	·	1.8%	1.1	·	-0.8%	-0.18	1472	7.1%	2.3%
COc1ccc(N2CC(C(=O)Nc3nnc(SCC(=O)N4CCCC4)s3)CC2=O)cc1 (stereo not given)	·	-3.7%	·	·	0.6%	0.0%	·	·	·	0.3%
CS(=O)(=O)NCCn1ccc2ccccc21	1.6%	4.4%	-1.3%	1.1	2.4%	0.1%	0.79	1229	-15.9%	0.5%
COc1ccc(/C=C(\NC(=O)c2ccco2)C(=O)NC(Cc2ccccc2)C(=O)O)cc1 (stereo not given)	·	1.1%	·	·	-15.6%	0.4%	·	·	·	0.9%
COc1ccc(NC2=CC(c3ccc(F)cc3)N(c3ccc(OC)cc3)C2=O)cc1 (stereo not given)	-1.6%	12.6%	14.4%	1	12.2%	-0.6%	·	·	7.0%	3.5%
Nc1nc(C(F)(F)F)c(Br)c(=O)n1N	-0.6%	3.2%	-6.1%	1	0.6%	-0.8%	0.04	1217	-7.3%	3.9%
CC1CCCC(C)N1CCNC(=O)Nc1ccc(Cl)cc1 (stereo not given)	-0.1%	13.9%	-0.4%	1.2	13.0%	0.1%	-0.61	841	-3.0%	-0.6%
CC(=O)N[C@@H](C)c1nc2ccccc2n1CCCN1CCN(c2nc(-c3ccc(C)cc3)cs2)CC1	·	2.6%	·	·	8.5%	-1.1%	·	·	·	15.8%
Cc1ccc(S(=O)(=O)Nc2ccc(N(C)S(=O)(=O)c3ccc(C)cc3)cc2)cc1	·	-8.9%	·	·	8.1%	-1.1%	-0.12	1449	·	5.0%
O=C1/C(=C/c2cccnc2)Sc2ccccc21	-1.0%	10.1%	17.2%	0.9	10.8%	0.1%	-0.3	1532	11.2%	2.8%
CC(C)(C)Cc1nc(-c2ccccn2)no1	-0.3%	1.0%	2.7%	1.1	18.7%	0.2%	0.8	1548	6.3%	0.7%
CCCNC(=S)NC1CC2CCC(C1)N2Cc1ccccc1 (stereo not given)	-1.1%	13.6%	-0.8%	1	-1.4%	-0.5%	·	·	-2.9%	-1.0%
COC(=O)/C=C1/N/C(=N\c2nc(C)cc(C)n2)N(c2ccccc2)C1=O	9.5%	2.5%	13.3%	1.1	6.3%	-1.1%	0.3	1377	8.6%	0.1%
COc1cc(/C=C(\CC(=O)O)c2nc3ccccc3s2)cc(OC)c1O	-1.5%	-0.8%	19.5%	1.1	36.7%	0.1%	0.36	1509	-0.8%	0.6%
CC1CCCC(NC(=O)CSc2ncccc2C(=O)O)C1C (stereo not given)	-3.2%	6.6%	-1.7%	1.1	7.4%	0.3%	0.07	1258	4.4%	1.5%
O=C(CNC(=O)c1ccccc1)NCC(=O)OCC(=O)c1ccc([N+](=O)[O-])cc1	-1.9%	11.8%	8.1%	1	29.1%	0.1%	0.11	1548	11.6%	0.5%
Cc1nnc(SCC(=O)Nc2ccc(S(=O)(=O)N3CCCC3)cc2)n1N	-1.1%	-2.9%	-8.9%	1.1	2.0%	0.3%	0.06	1227	-1.7%	0.1%
COc1cc(CNC(C)c2ccccc2)c(Br)cc1OCC(N)=O (stereo not given)	-2.2%	-15.6%	0.6%	1.1	6.7%	-0.7%	-0.44	1010	1.3%	-0.8%
Cc1ccc(C(=O)Nc2sc3c(c2C(=O)NCc2ccco2)CCCC3)cc1	-0.4%	8.7%	3.8%	1.1	18.5%	0.2%	·	·	7.4%	3.7%
Cc1cc(C)c(C#N)c(SCC(=O)NC(C)(C)C)n1	-0.6%	-7.9%	-2.1%	1.1	3.1%	0.0%	-0.28	926	-8.1%	1.5%
OC(Cc1cccnc1)(Cc1cccnc1)c1cc2ccccc2[nH]1	0.9%	7.7%	-1.3%	1.2	1.7%	0.0%	-0.11	1403	-4.5%	1.8%
CC(C)n1c(COc2ccccc2)nc2ccccc21	·	-5.8%	·	·	9.8%	-0.3%	·	·	·	1.9%
O=C(CSCc1ccc(Cl)cc1)Nc1ccccc1O	4.3%	-4.2%	19.6%	1.1	3.7%	0.2%	-1.25	1639	21.0%	0.9%
O=C(C1=C(O)C(=O)N(CC2CCCO2)C1c1cccnc1)c1ccco1 (stereo not given)	1.3%	5.6%	-6.5%	1.2	10.8%	0.4%	-0.07	1495	-5.5%	0.1%
Cc1cc(C)n(CC2CC(=O)N(c3cc(Cl)cc(Cl)c3)C2=O)n1 (stereo not given)	-2.3%	0.7%	-2.2%	1.2	14.0%	-0.1%	0.89	1525	10.3%	-0.1%
COc1ccc(C(=O)C(CN2CCOCC2)c2ccccc2)cc1F (stereo not given)	1.6%	15.9%	-5.1%	1.1	7.6%	-0.9%	0.13	1498	-0.2%	·
O=C(COc1ccccc1)NCC1CCCO1 (stereo not given)	-2.0%	0.9%	7.8%	1.1	2.6%	0.3%	·	·	0.4%	3.0%
Cc1onc(-c2ccccc2)c1C(=O)Nc1ccc(OC(C)C)cc1	-2.2%	1.4%	1.9%	1.1	4.8%	0.1%	-0.78	1099	6.3%	2.5%
COc1ccc(-c2nnc3ccc(SCC(=O)Nc4nc5ccccc5s4)nn23)cc1OC	2.0%	-4.3%	3.3%	1.1	2.7%	0.5%	-0.26	1565	12.8%	1.5%
N=C1C2=C3Sc4ccccc4N3CCCC2=NN1c1cccc(S(=O)(=O)O)c1	·	-0.6%	·	·	12.7%	0.9%	-0.32	1037	·	2.4%
CCCOc1ccc(-c2csc(NC(=O)CN3C(=O)CCC3=O)n2)cc1	-2.8%	-3.4%	2.7%	1.1	0.1%	0.0%	0.06	1459	10.0%	2.8%
C=CCNC(=O)COC(=O)/C=C/c1cccs1	0.0%	-6.3%	0.0%	1.1	3.6%	0.0%	-0.15	1230	7.2%	-1.3%
CCn1c(C)nnc1SCC(=O)Nc1ccc(Cl)cc1	·	-2.7%	·	·	6.9%	0.2%	·	·	·	2.0%
Cc1ccc2cc(C#N)c(NCc3ccco3)nc2c1	0.4%	18.3%	2.8%	1.1	8.8%	-0.7%	0.12	737	8.6%	2.7%

Sorted by the number under PMI inhibition (rising): three of the compounds above.
mol	Salmonella PhoP GFP	PMI inhibition	TNAP activators	Large T inhibition	West Nile antiviral	PMI inhibitors	RSV antiviral HEp-2
Cc1nnc(SCC(=O)Nc2ccc(S(=O)(=O)N3CCCC3)cc2)n1N	-2.9%	-8.9%	1.1	2.0%	0.3%	-1.7%	0.1%
OC(Cc1cccnc1)(Cc1cccnc1)c1cc2ccccc2[nH]1	7.7%	-1.3%	1.2	1.7%	0.0%	-4.5%	1.8%
CCCOc1ccc(-c2csc(NC(=O)CN3C(=O)CCC3=O)n2)cc1	-3.4%	2.7%	1.1	0.1%	0.0%	10.0%	2.8%

Look-ups from the results shown.
`O=C(C1=C(O)C(=O)N(CC2CCCO2)C1c1cccnc1)c1ccco1` (stereo not given) | Insulin prom up = -0.07
`Cc1onc(-c2ccccc2)c1C(=O)Nc1ccc(OC(C)C)cc1` | RSV antiviral HEp-2 = 2.5%
